GPR151 ag – human GPR151 activation | Q8TDV0 | PathHunter beta-arrestin GPR151 cells, luminescence | activation, % at 11.2 µM | 650,000 compounds, 1% hits; in the data active means activation above about 4.9%;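 further: 0% = median of compound wells and 100% = cells with positive control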
Target sequence (Q8TDV0 whole entry, looked up): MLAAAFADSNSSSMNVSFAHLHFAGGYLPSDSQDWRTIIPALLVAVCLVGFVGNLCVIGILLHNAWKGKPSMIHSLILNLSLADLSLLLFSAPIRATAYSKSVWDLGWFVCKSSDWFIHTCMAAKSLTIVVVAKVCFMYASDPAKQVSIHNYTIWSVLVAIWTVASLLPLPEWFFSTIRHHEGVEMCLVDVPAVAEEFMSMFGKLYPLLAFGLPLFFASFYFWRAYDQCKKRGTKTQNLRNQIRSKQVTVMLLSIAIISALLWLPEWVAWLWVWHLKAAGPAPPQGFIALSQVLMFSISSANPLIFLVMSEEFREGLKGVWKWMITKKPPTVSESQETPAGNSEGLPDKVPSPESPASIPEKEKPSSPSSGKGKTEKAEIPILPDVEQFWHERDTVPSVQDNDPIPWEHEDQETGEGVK
TEAD-YAP inh – TEAD-YAP interaction inhibition | HEK-TIYL cells, TEAD-Gal4/YAP UAS-luciferase luminescence | inhibition, % at 9.12 µM | 640,000 compounds, 1.4% hits; in the data active means inhibition above about 32%;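 further: 0% = median of test compound wells and 100% = reference inhibitor wells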
MITF inh – inhibitors of human MITF; 650,000 compounds, 0.91% hits; AlphaScreen MITF homodimerization, bead proximity signal; inhibition, % at 2.6 µM; AID 1259374; in the data active means inhibition above about 50%;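 further: 0% = vehicle wells with protein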
Target sequence (O75030 whole entry, looked up): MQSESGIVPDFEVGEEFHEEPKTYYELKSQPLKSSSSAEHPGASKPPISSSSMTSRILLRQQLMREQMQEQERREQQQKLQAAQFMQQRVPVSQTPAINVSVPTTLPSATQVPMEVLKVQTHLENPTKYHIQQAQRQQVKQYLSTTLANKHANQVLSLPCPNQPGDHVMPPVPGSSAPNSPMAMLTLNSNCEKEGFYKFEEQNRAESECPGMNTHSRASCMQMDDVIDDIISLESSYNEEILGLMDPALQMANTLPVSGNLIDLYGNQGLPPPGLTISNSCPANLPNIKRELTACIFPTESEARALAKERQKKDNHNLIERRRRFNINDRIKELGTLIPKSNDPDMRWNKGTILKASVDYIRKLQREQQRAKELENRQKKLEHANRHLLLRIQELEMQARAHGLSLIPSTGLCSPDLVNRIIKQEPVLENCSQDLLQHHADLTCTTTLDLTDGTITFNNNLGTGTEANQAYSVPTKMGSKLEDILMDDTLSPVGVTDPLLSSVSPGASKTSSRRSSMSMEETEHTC
FBW7 act – human FBW7 E3 ligase activation, primary screen; Q969H0; AlphaScreen FBW7–phospho-cyclin E peptide binding, activator screen; normalized activity (activation), % at 26.1 µM; 650,000 compounds, 0.13% hits; AID 1259310; in the data active means normalized activity above about 1.9%;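 further: purified mutant Fbw7 with reduced substrate affinity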
Starred values were filed as active, the others as inactive.

item	compound	GPR151 ag	TEAD-YAP inh	MITF inh	FBW7 act
1	Cc1ccc(CN2CCOc3ccc(CN4CCC(O)CC4)cc3C2)cc1C	-1.0	-6	-5	0.5
2	COc1cccc2s/c(=N/C(=S)NC(=O)c3ccccc3)n(C)c12	0.7	-21	4	-0.1
3	Cc1ccc(C(=O)N/C(=C\c2ccco2)C(=O)N2CCOCC2)cc1C	-0.2	2	-1	0.1
4	COCCNC(=O)C(=O)NC(C)c1ccccc1 (configuration not stated)	2.4	-10	-1	-0.1
5	N#CC1=C(N)OC2=C(CN(Cc3ccccc3)C/C2=C\c2cccs2)C1c1cccs1 (configuration not stated)	0.8	7	6	0.0
6	CC(=O)NNC(=O)CSc1nnc2c3c4c(sc3nc(C3CC3)n12)CC(C)CC4 (configuration not stated)	-0.2	2	-4	-0.1
7	Cc1cc(=O)oc2cc(OCC(O)CN(C)C3CCCCC3)ccc12 (configuration not stated)	-0.9	10	-7	-0.1
8	N#Cc1c(-c2ccccc2)c(C=O)c[nH]c1=O	0.1	-5	-1	-0.1
9	O=C(NNC(=O)c1cc2ccccc2oc1=O)c1cccc([N+](=O)[O-])c1	-1.3	4	17	0.2
10	O=C(Nc1ccc(O)c(-c2nc3ccccc3o2)c1)c1ccccc1	1.8	4	7	0.0
11	CC(C)(C)C(=O)Nc1ccnn1C1CCN(Cc2cccn2-c2cccnc2)CC1	-0.2	7	10	0.5
12	COc1ccc(/C=N/NC(=O)c2ccn[nH]2)cc1COc1ccc([N+](=O)[O-])cc1	-0.9	-42	-4	0.0
13	NNC(=O)c1cc[n+](Cc2ccc3nsnc3c2)cc1	2.4	-3	12	0.0
14	CCCC(CCC(=O)Nc1cc([N+](=O)[O-])ccc1O)C(=O)O (configuration not stated)	1.4	0	22	0.5
15	Cc1cc(C(C)(C)C)cc(C)c1S(=O)(=O)N1CCNCC1	-1.9	-2	-8	0.3

(listing goes on)
item	compound	GPR151 ag	TEAD-YAP inh	MITF inh	FBW7 act
16	O=C(/C=C/c1ccco1)Nc1ccccc1N1CCCC1	-1.1	15	19	0.4
17	CC(C)(C)P(=Nc1ccc([N+](=O)[O-])cc1)(c1ccncc1)N1CCCC1 (configuration not stated)	-0.8	4	17	-0.2
18	CCOc1ccc(NC(=O)c2ccc(F)c(S(=O)(=O)N3CC(C)CC(C)C3)c2)cc1 (configuration not stated)	-0.7	0	0	-0.3
19	CC(=O)Oc1ccc(C(=O)Nc2ccc3ccccc3c2)cc1	-1.3	36*	-17	-0.4
20	CCOC(=O)c1c(CNC)n(C)c2cc(Br)c(O)cc12	-0.6	-13	-21	-0.2
21	O=C(Nc1ccc(-c2cn[nH]c2)cc1OCCO)C1COc2ccccc2O1 (configuration not stated)	2.3	-2	15	0.1
22	CC(C)Sc1nc2c(c(=O)n(C)c(=O)n2C)n1Cc1ccc(Cl)cc1	-0.9	4	16	0.7
23	CC(NS(=O)(=O)c1ccc2c3c(cccc13)C(=O)N2)C1C2CC3CC(C2)CC1C3 (configuration not stated)	-0.5	-4	5	0.0
24	CC(=O)N1C(=O)/C(=C\C(=O)c2ccc([N+](=O)[O-])cc2)c2ccccc21	0.6	9	1	-0.2
25	COc1ccc(OCCOc2c(Cl)cc(/C=C3/C(=N)N4N=C(C)SC4=NC3=O)cc2OC)cc1	0.0	-11	-16	0.2
26	CC(=O)C1=C(O)CC(c2ccccc2)CC1=NCCc1ccccc1 (configuration not stated)	-0.4	7	11	-0.3
27	CC(C)CCOC(=O)c1ccc(NC(=O)c2ccncc2)cc1	-0.3	27	-3	0.0
28	COC(=O)c1sc(NC(=O)c2cc(C)oc2C)nc1C	-3.8	-24	4	-0.2
29	O=C(Nc1ccc([N+](=O)[O-])cc1)c1ccc(F)cc1	0.7	-66	-2	-0.2
30	CC(=O)c1ccc(OCCCC(=O)Nc2ccc(Cl)cc2C)cc1	0.5	1	25	0.6

Following part
item	compound	GPR151 ag	TEAD-YAP inh	MITF inh	FBW7 act
31	COc1ccc(/C=C2\SC(=Nc3ccccc3)N(C3CCCCC3)C2=O)cc1Br	-0.2	-8	5	0.1
32	Cc1ccc(OCCCC(=O)Nc2ncn[nH]2)cc1	0.2	3	17	0.0
33	CC(C)(C)NC(=O)CN1C(=O)[C@H]2CCCN2C(=O)c2ccccc21	0.1	-9	2	-0.1
34	Cc1ccc(S(=O)(=O)C(CNS(=O)(=O)c2ccccc2)c2ccco2)cc1 (configuration not stated)	3.4	0	10	0.4
35	Nc1nnc(SCC(=O)Nc2ccccc2Cc2ccccc2)s1	1.4	4	2	0.1
36	CCOC(=O)C1=C(c2ccccc2)OC(N)=C(C#N)C1c1cccc(Br)c1 (configuration not stated)	0.7	-5	4	0.1
37	CCOC(=O)C(N)CSC1CC(=O)N(c2ccc(Br)cc2)C1=O (configuration not stated)	-0.5	8	3	0.0
38	CC(C)C(NS(=O)(=O)c1cccc2nsnc12)C(=O)NCCC1=CCCCC1 (configuration not stated)	2.9	-1	0	0.0
39	Cc1ccc(NS(=O)(=O)c2cc3c4c(c2)CC(=O)N4CCC3)cc1F	1.6	5	12	0.1
40	Cc1ccc(Nc2nc(C(F)(F)F)c(-c3cccc(Cl)c3)s2)c(C)c1	-1.2	-6	15	0.5
41	O=C(Nc1ccc(Oc2ccc3ccccc3c2Br)c(Cl)c1)c1ccc2c(c1)OCO2	0.3	6	7	0.1
42	Cc1oc2c(c1C(=O)N1CCN(c3ccc([N+](=O)[O-])cc3)CC1)CCCC2	0.2	-4	4	-0.3
43	CC(=O)N/C(=N\c1nc(C)cc(C)n1)Nc1ccc(F)cc1F	0.8	-2	1	0.0
44	O=C(COC(=O)c1cccc(N2Cc3ccccc3C2)c1)c1ccc(-c2ccccc2)cc1	-2.0	23	-4	0.1
45	O=C(Nc1ccc(Br)cc1)c1cc(S(=O)(=O)N2CCc3ccccc3C2)ccc1F	-0.3	-4	-5	-0.1

(listing goes on)
item	compound	GPR151 ag	TEAD-YAP inh	MITF inh	FBW7 act
46	CCOC(=O)c1sc2nc(SCC#N)n(CCc3ccccc3)c(=O)c2c1C	1.1	-7	17	-0.1
47	CCCCN(C)S(=O)(=O)c1cc2c3c(c1)CC(=O)N3CCC2	-0.7	3	5	-0.1
48	CCOc1ccccc1-n1c(SCC(=O)c2ccc(Br)cc2)nc2[nH]ncc2c1=O	-1.0	-3	2	0.5
49	CCOc1cc2c(cc1OC)C(c1cccc([N+](=O)[O-])c1)NCC2 (configuration not stated)	0.3	9	11	0.0
50	COCC(C)n1ccc(-c2sc(NCc3cccn3-c3nccs3)nc2C)n1 (configuration not stated)	1.4	-3	-11	-0.1
51	COC(=O)c1ccc(NC(=O)CN(Cc2ccc(C)cc2)S(=O)(=O)c2ccc(C)cc2)cc1	1.5	-6	-20	0.0
52	C(=N\N1CCN(Cc2cccc3ccccc23)CC1)/c1ccccn1	-0.7	-5	-6	-0.2
53	COc1ccccc1C(=O)N1CCN2C(=O)[C@H]([C@@H](C)O)NC(=O)[C@H]2C1	-1.4	4	9	0.0
54	O=C1OC(c2ccco2)=N/C1=C\c1ccc(OCc2ccccc2)cc1	2.7	6	6	0.0
55	COC(=O)c1c(NC(=O)CCCOc2ccccc2C)sc2c1CCC(C)C2 (configuration not stated)	0.0	10	-3	0.4
56	COCCCNc1nc2nonc2nc1N1CCC(COC)C1 (configuration not stated)	0.7	2	-3	0.0
57	CCCCC(=O)N/N=C/c1ccccc1	1.1	-11	0	0.1
58	NC(=O)c1ccc(NC(=O)CC2CCCCC2)cc1	-0.7	-24	-2	0.2
59	CCOCCn1c(CN2CCN(C(=O)OCC)CC2)nc2c1c(=O)[nH]c(=O)n2C	-0.4	-4	-10	0.1
60	Nc1ncc(-c2cccc(C(=O)NCCO)c2)nc1N1CCOCC1	-0.8	5	7	0.0

More structures:
item	compound	GPR151 ag	TEAD-YAP inh	MITF inh	FBW7 act
61	COc1ccc(Nc2ncnc3ccccc23)cc1	-2.0	-45	-7	0.1
62	COC(=O)c1sccc1NC(=S)N1CCCC1	1.3	-1	7	0.8
63	CCC(C)NC(=O)c1oc(=O)c2ccccc2c1-c1ccccc1 (configuration not stated)	0.4	-9	11	-0.1
64	O=C1C(=O)N(CCN2CCOCC2)C(c2cccnc2)/C1=C(/O)c1ccc(S(=O)(=O)N2CCOCC2)cc1 (configuration not stated)	6.5*	3	14	0.1
65	O=C(CCCn1c(SCc2cccc(F)c2)nc2ccccc2c1=O)NCc1ccco1	-0.8	-16	-5	0.0
66	COc1ccc(NC(=O)c2ccoc2C)c([N+](=O)[O-])c1	0.8	-1	25	-0.2
67	Cc1ncc(-c2ccncc2)c(C2CCCN(CC(=O)NCc3ccc4c(c3)OCO4)C2)n1 (configuration not stated)	2.8	-8	4	0.0
68	O=C(NC1(C(F)(F)F)N=C2SCCN2C1=O)C1CC1 (configuration not stated)	1.0	4	5	0.0
69	COc1cccc(C(=O)N2CCN(Cc3ccc(Cl)cc3)CC2)c1	-1.4	3	49	0.0
70	CC(C)c1nc2ccccc2c2nn(CC(=O)NC3CCCCC3)c(=O)n12	0.1	18	-5	0.1
71	O=C(O)C1C2CC3C(OC(=O)C31)C2Cl (configuration not stated)	-2.0	0	3	0.1
72	CCC(C)NC(=O)c1sc2ncn(CC(=O)N3CC(C)CC(C)C3)c(=O)c2c1C (configuration not stated)	-1.6	10	-12	-0.1
73	CCOC(=O)c1cnc2ccc(Br)cc2c1Nc1ccc(C(C)=O)cc1	-1.2	0	11	0.1
74	Cn1cccc1CC(=O)NNC(=O)CC(c1ccccc1)c1ccccc1	-0.1	-3	-3	-0.1
75	CC(C)n1c(N2CCc3ccccc3C2)nc2c(NCCO)ncnc21	-1.9	-15	1	0.0

Continuation.
item	compound	GPR151 ag	TEAD-YAP inh	MITF inh	FBW7 act
76	Cc1cc(=O)oc2cc(OC(=O)CN3C(=O)c4cccc([N+](=O)[O-])c4C3=O)ccc12	0.0	4	13	0.0
77	Cc1nc2nc(C)c(CCC(=O)Nc3ccc(-c4nc5ccccc5[nH]4)cc3)c(C)n2n1	-0.7	-17	2	0.1
78	O=C(Cn1cncn1)c1ccc(F)cc1F	0.0	2	7	-0.1
79	O=C(NCC1CCN(Cc2ccccc2)CC1)c1c(F)cccc1F	-0.9	2	16	0.1
80	COc1cccc(N(CC(=O)Nc2ccc(CC#N)cc2)S(C)(=O)=O)c1	1.5	-2	7	0.7
81	CC1(C)CC(=O)c2sc(NC(=O)c3ccc(Cc4ccccc4)cc3)nc2C1	-0.4	-2	0	0.0
82	CC(=O)c1cccc(-c2cnn3c(NCc4ccc5c(c4)OCO5)ccnc23)c1	-1.0	-3	-4	0.1
83	CCN1CCN(c2nc(N3CCOCC3)c3ccccc3n2)CC1	1.0	-9	-2	-0.2
84	CCCOc1ccc(S(=O)(=O)NCCn2nc(C)cc2C)cc1C	-1.3	13	13	0.4
85	Cn1c(=O)[nH]c(=O)c2c1nc(N)n2CCCc1ccccc1	-0.3	1	-4	0.0
86	O=C(O)CCNc1ncnc2ccc(Br)cc12	-0.3	-7	12	0.0
87	C/C(=N\NC(=O)c1ccncc1)c1cc(C)c(C)cc1C	2.4	1	-18	0.2
88	N[C@H](Cc1ccc(Br)cc1)C(=O)N1CCC(Nc2ccc3[nH]ncc3c2)C1 (some centres not stated)	2.2	7	20	-0.4
89	CCOc1ccc(-c2nn[nH]n2)cc1OC	-0.6	0	-7	0.0
90	CCOc1ccc(C(=O)Oc2cc(C)[nH]c(=O)c2[N+](=O)[O-])cc1	-0.1	-4	1	1.2

Compound profiles, from the list above. Order of screens: GPR151 ag	TEAD-YAP inh	MITF inh	FBW7 act
`Cn1c(=O)[nH]c(=O)c2c1nc(N)n2CCCc1ccccc1` in the list: -0.3	1	-4	0.0
`O=C(O)CCNc1ncnc2ccc(Br)cc12` in the list: -0.3	-7	12	0.0
`COc1cccc(N(CC(=O)Nc2ccc(CC#N)cc2)S(C)(=O)=O)c1` in the list: 1.5	-2	7	0.7
`N[C@H](Cc1ccc(Br)cc1)C(=O)N1CCC(Nc2ccc3[nH]ncc3c2)C1` (some centres not stated) in the list: 2.2	7	20	-0.4
`Cc1cc(=O)oc2cc(OC(=O)CN3C(=O)c4cccc([N+](=O)[O-])c4C3=O)ccc12` in the list: 0.0	4	13	0.0

(more compounds)
item	compound	GPR151 ag	TEAD-YAP inh	MITF inh	FBW7 act
91	O=C(NCc1n[nH]c(=S)n1Cc1ccccc1)c1ccco1	-1.0	-5	-12	0.3
92	CCOc1cc(/C=C2/C(=O)NN(c3cccc(C)c3)C2=O)cc([N+](=O)[O-])c1O	6.0*	2	10	0.3
93	O=C(O)CN(Cc1ccccc1Cl)S(=O)(=O)c1ccc(Br)cc1	-0.5	-8	6	0.8
94	Cc1ccccc1N1CCN(C(=O)CCc2nnc(C3CCCCC3)o2)C(C)C1 (configuration not stated)	1.9	-36	9	0.0
95	COc1ccc(Cl)cc1NC(=S)N(CCCN1CCCCC1)Cc1ccco1	1.5	-1	-6	-0.2
96	O=C(CC1OCCN(Cc2ccccc2)C1=O)Nc1ccc(Br)cc1Br (configuration not stated)	-1.2	-8	4	0.6
97	C=CCn1c(=O)n(Cc2ccccc2)c(=O)c2c3c(sc21)CCCC3	0.6	10	1	-0.1
98	O=C1NCCN(Cc2ccccc2C(F)(F)F)C1CC(=O)N1CCOCC1 (configuration not stated)	2.5	6	9	-0.1
99	Cc1ccc(C(C)C)cc1OCCNC(C)C	-1.7	6	89*	0.7

Some of these compounds in order of SMILES length, ascending:
item	compound	GPR151 ag	TEAD-YAP inh	MITF inh	FBW7 act
91	O=C(NCc1n[nH]c(=S)n1Cc1ccccc1)c1ccco1	-1.0	-5	-12	0.3
96	O=C(CC1OCCN(Cc2ccccc2)C1=O)Nc1ccc(Br)cc1Br (configuration not stated)	-1.2	-8	4	0.6
92	CCOc1cc(/C=C2/C(=O)NN(c3cccc(C)c3)C2=O)cc([N+](=O)[O-])c1O	6.0*	2	10	0.3

Rows are unselected, and some 3.4% of all compounds hit somewhere here.
